High-throughput results: PubChem, several laboratories
Rab2A wt mod = changes GTP binding to wildtype dog Rab2A, up or down. P61105. GST-Rab2 wt beads, Bodipy-GTP binding, flow cytometry. GTP binding activity, % at 10 µM. 0.19% of 190,000 active;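 active = GTP binding activity at least 20 points away from 100%, either lowered or raised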;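 note: 0% = beads with excess unlabeled GTP and 100% = no-compound control corrected for plate trend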
Rac1 mut GTP = human Rac1 activated mutant GTP binding change; 0.11% of 190,000 active; AID 764; GST-Rac1 activated beads, fluorescent GTP binding, flow cytometry; actives lie on both sides; 100% means binding = to untreated wells; percent activity (GTP binding), % at 10 µM; P63000;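 active = GTP binding at least 20 percentage points away from the 100% baseline, in either direction, so actives lie on both sides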
Avidin bead fluor = compound fluoresces at 488/530 nm on avidin beads. AID 1775. fluorescence (KMESF) at 10 µM. 0.38% of 220,000 active. compound fluorescence 488/530 nm, flow cytometry; active compounds read high; in the data active = fluorescence above about 47; note: inactives centre near 10
Rab7 wt GTP bind = alters GTP binding to wildtype dog Rab7. GST-Rab7 beads, fluorescent GTP binding, flow cytometry; actives lie on both sides; untreated = 100%, excess cold GTP = 0%. GTP binding activity (percent of control), % at 10 µM. 0.055% of 190,000 active. AID 758;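 active = fluorescent GTP binding to Rab7 beads changed by at least 20 points from the 100% baseline, either direction, mostly lower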;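 note: median green fluorescence of bound Bodipy-FL-GTP per Rab7 bead population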
Mcl1-Bid inh = Mcl-1/Bid interaction inhibition; Q07820; TR-FRET Mcl-1/Bid-Dy647 peptide binding, 1536-well; inhibition, % at 21.7 µM; 0.97% of 220,000 active; AID 1021;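 active = compounds that cut the binding signal by more than half at the single screening dose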;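 note: His-tagged Mcl-1 with europium anti-His antibody binding Bid BH3 peptide; 0% = Mcl-1 plus peptide wells and 100% = peptide-only wells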
Target sequence (Q07820 whole entry, looked up): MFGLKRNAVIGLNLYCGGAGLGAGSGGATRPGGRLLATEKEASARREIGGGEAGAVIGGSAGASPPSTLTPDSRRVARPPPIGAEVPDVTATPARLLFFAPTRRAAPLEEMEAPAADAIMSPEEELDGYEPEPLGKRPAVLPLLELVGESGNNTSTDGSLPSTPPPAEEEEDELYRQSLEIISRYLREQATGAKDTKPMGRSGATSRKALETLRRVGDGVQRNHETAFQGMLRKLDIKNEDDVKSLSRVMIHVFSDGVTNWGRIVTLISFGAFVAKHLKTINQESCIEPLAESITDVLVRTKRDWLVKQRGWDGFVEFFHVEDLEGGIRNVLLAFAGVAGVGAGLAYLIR
Mcl1-Noxa inh = disrupts binding of human Mcl-1 to Noxa peptide | 1.5% of 220,000 active | AID 1022 | TR-FRET Mcl-1/Noxa peptide binding, 2 h | inhibition, % at 21.7 µM | Q07820;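 active = compounds that cut the protein-peptide binding signal by more than 50% relative to plate controls in a single-dose test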;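 note: His-tagged Mcl-1 with rhodamine Noxa BH3 peptide and terbium anti-His antibody; 0% = Mcl-1 plus Noxa peptide wells and 100% = peptide-only wells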
GSH fluor = compound fluoresces at 488/530 nm on GSH beads; 0.25% of 190,000 active; fluorescence (KMESF) at 10 µM; AID 1776; GSH beads flow cytometry, compound fluorescence 488/530 nm; active compounds read high; in the data active = fluorescence above about 89;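 note: glutathione beads carrying GST-tagged Bcl family fusion proteins plus one bare bead set; values are compound well signal with DMSO vehicle wells as background; inactives centre near 16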
HRas wt GTP = human HRas wildtype GTP binding, change in either direction; GST-Ras wt beads, Bodipy-FL-GTP binding, flow cytometry; actives lie on both sides; GTP binding activity, % at 10 µM; 0.14% of 190,000 active; AID 759;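 active = GTP binding activity at least 20% away from the 100% baseline, either lowered as inhibitor or raised as activator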;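 note: 0% = unlabeled GTP competition control and 100% = no-compound control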
Target sequence (P01112 whole entry, looked up): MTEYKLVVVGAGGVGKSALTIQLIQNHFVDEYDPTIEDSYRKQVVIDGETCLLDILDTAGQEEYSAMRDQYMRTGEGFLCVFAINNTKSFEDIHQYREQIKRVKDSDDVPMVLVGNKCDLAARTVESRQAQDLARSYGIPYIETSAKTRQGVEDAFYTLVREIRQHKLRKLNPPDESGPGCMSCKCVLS
Cdc42 wt = human Cdc42 wildtype GTP binding change, either direction | 0.2% of 190,000 active | GST-Cdc42 beads, Bodipy-GTP binding, flow cytometry; actives lie on both sides | percent activity (GTP binding), % at 10 µM | P60953;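 active = percent activity GTP binding at least 20 points away from the 100% baseline, either down as inhibitor or up as activator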;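 note: median bead fluorescence of bound Bodipy-FL-GTP at 100 nM; 0% = excess unlabeled GTP control and 100% = no compound control; below 100% means less GTP binding so inhibitor and above means activator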
Target sequence (P60953 whole entry, looked up): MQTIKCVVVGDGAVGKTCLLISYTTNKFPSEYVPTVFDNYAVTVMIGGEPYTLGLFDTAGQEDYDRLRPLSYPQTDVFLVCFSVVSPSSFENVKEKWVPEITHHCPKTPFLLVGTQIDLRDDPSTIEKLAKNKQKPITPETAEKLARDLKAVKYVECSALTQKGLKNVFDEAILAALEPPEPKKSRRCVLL
Rac1 wt GTP bind = alters GTP binding to wildtype human Rac1; P63000; GST-Rac1 beads, fluorescent GTP binding, flow cytometry; actives lie on both sides; 0 = cold GTP competed, 100 = untreated; GTP binding activity (% of control), % at 10 µM; 0.27% of 190,000 active; AID 757;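 active = GTP binding activity at least 20 points away from the 100% control level, either lower or higher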
Pf gametocyte = inhibitors of late stage P. falciparum gametocyte viability; P. falciparum stage V gametocytes, ATP luminescence, 24 h; inhibition, % at 10.9 µM; 0.065% of 150,000 active;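 active = inhibition above the mean plus 3 SD of compounds within the control limits, set per campaign, cut at about 38% in these data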;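 note: 0% = DMSO wells and 100% = medium only without gametocytes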
Starred values were filed as active, the others as inactive; nt = not tested or not shown. Random draw from the library. About 3% of those tested had a hit in this group.

Sample of the layout:
SMILES	Rab2A wt mod	Rac1 mut GTP	Avidin bead fluor	Rab7 wt GTP bind	Mcl1-Bid inh	Mcl1-Noxa inh	GSH fluor	HRas wt GTP	Cdc42 wt	Rac1 wt GTP bind	Pf gametocyte
O=C1c2ccccc2C(=O)N1Cc1nc(-c2ccncc2)no1	102	101	7	104	-50	0	46	106	104	111	nt
COc1ccc(-c2nnc(SC(=O)N3c4ccccc4Sc4ccccc43)o2)cc1	93	97	7	92	-29	12	15	96	95	97	nt
CCc1nnc(NC(=O)c2cccc(S(=O)(=O)N(C)c3ccc(OC)cc3)c2)s1	95	92	10	95	-11	11	18	95	93	98	7
CCCCCCN1C=CC(=C2C(=O)c3ccccc3C2=O)C=C1	100	98	10	104	-7	4	8	100	101	103	-8

The list itself, previewed entries included:
SMILES	Rab2A wt mod	Rac1 mut GTP	Avidin bead fluor	Rab7 wt GTP bind	Mcl1-Bid inh	Mcl1-Noxa inh	GSH fluor	HRas wt GTP	Cdc42 wt	Rac1 wt GTP bind	Pf gametocyte
O=C1c2ccccc2C(=O)N1Cc1nc(-c2ccncc2)no1	102	101	7	104	-50	0	46	106	104	111	nt
COc1ccc(-c2nnc(SC(=O)N3c4ccccc4Sc4ccccc43)o2)cc1	93	97	7	92	-29	12	15	96	95	97	nt
CCc1nnc(NC(=O)c2cccc(S(=O)(=O)N(C)c3ccc(OC)cc3)c2)s1	95	92	10	95	-11	11	18	95	93	98	7
CCCCCCN1C=CC(=C2C(=O)c3ccccc3C2=O)C=C1	100	98	10	104	-7	4	8	100	101	103	-8
C=CCC1(CC=C)CCCN1C(=O)CC1C(=O)NCCN1Cc1ccccc1OC (stereo not given)	103	96	17	102	-3	-8	11	98	99	99	nt
O=C(NNc1cccc(Cl)n1)c1c(F)cccc1F	100	96	9	96	-45	3	20	99	100	100	13
CCOc1ccc(CC(=O)Nc2cc(=O)n(C)c(=O)n2C)cc1	95	93	13	91	-25	9	14	91	95	96	9
C=CCn1c(SCC(=O)Nc2cccc3ccccc23)nc(O)c(CC)c1=O	99	96	13	101	-77	13	10	103	100	99	nt
COc1ccccc1CNC(=O)CN(CCc1ccccc1)S(C)(=O)=O	98	94	3	102	-2	18	10	96	96	97	-28
CC(C)N(C(=O)COc1ccc(Br)cc1Cl)C(C)C	99	98	28	100	-11	-10	22	99	100	102	16
c1ccc(Cn2ccc(-c3cnc(-c4ccccc4)s3)n2)cc1	100	102	8	99	8	16	11	100	99	102	1
COc1cc2[nH]c3c(N4CCN(c5ccccn5)CC4)ncnc3c2cc1OC	100	101	15	100	-16	64*	11	103	105	105	nt
CS(=O)(=O)N(CC(=O)Nc1cccc(F)c1)c1cccc([N+](=O)[O-])c1	103	101	7	98	-12	12	20	103	105	103	-17
CCc1ccc(OCC(=O)NC(NC(=S)Nc2ccc(C)cc2C)C(Cl)(Cl)Cl)cc1 (stereo not given)	96	94	12	99	-7	9	30	99	97	97	-12
CCOc1cccc2c1OC1(C)CC2NC(=O)N1Cc1ccccc1 (stereo not given)	97	98	12	98	-1	7	66	97	96	104	11
CCOC(=O)CCSCC(=O)N1N=C(c2cccs2)CC1c1ccc(C)cc1 (stereo not given)	98	98	11	102	5	10	11	101	103	102	1
C#CCOCCOCCOCCNc1nc(N2CCN(C(=O)[C@H]([C@@H](C)CC)n3cc([C@@H](N)Cc4ccc(O)cc4)nn3)CC2)nc(N2CCN(C(=O)[C@H](CCCCN)n3cc([C@@H](N)C(C)CC)nn3)CC2)n1 (stereo not given in full)	98	98	5	101	0	11	20	97	96	99	nt
CC(C)Oc1ccc(C(CC(=O)NCCCN(C)C)c2ccc(F)cc2)cc1 (stereo not given)	98	96	28	99	-1	7	17	96	101	100	4
CCCCOC(=O)C1=C(C)Nc2ncnn2C1c1ccc(OC)c(OC)c1OC (stereo not given)	98	98	32	103	4	16	25	99	103	110	13
O=C1CCCCCC1C1(O)C(=O)Nc2ccccc21 (stereo not given)	102	97	25	102	-5	5	26	102	104	105	22
COc1ccccc1OCc1nnc(SCC(=O)NCc2ccco2)n1-c1ccccc1	98	99	3	93	-13	6	18	99	98	102	nt
Cc1ccc(C2=NN3C(C2)c2ccccc2OC32C(=O)Nc3ccccc32)cc1 (stereo not given)	103	102	16	102	23	-3	25	100	99	97	-15
Cc1ccccc1-n1c(SCC(=O)Nc2ccc3c(c2)OCO3)nnc1-c1ccccn1	94	96	nt	98	-11	16	21	100	98	100	nt
CC1(C)CC(=O)C2=C(C1)N(c1ccccc1)C(N)=C(C#N)C2c1cccnc1 (stereo not given)	103	101	17	99	-34	1	10	102	107	110	-1
O=C(CN1C(=O)NC2(CCCCC2)C1=O)NCc1cccs1	101	102	10	101	3	1	13	100	99	102	-17

Later entries:
SMILES	Rab2A wt mod	Rac1 mut GTP	Avidin bead fluor	Rab7 wt GTP bind	Mcl1-Bid inh	Mcl1-Noxa inh	GSH fluor	HRas wt GTP	Cdc42 wt	Rac1 wt GTP bind	Pf gametocyte
CCCOc1c(OC)cccc1C1CC(=O)Nc2cc(OC)c(OC)c(OC)c21 (stereo not given)	101	101	10	99	-14	8	25	99	100	104	2
Cc1ccccc1Nc1c(-c2ccncc2)nc2ccc(Cl)cn12	96	94	9	98	-31	19	17	95	93	97	-3
C#CCn1c(S(=O)(=O)Cc2ccc(F)cc2)nc(-c2ccccc2)c1-c1ccccc1	96	97	11	98	1	7	35	98	95	104	nt
CCCCC(=O)NC(N1CCCCC1)C(Cl)(Cl)Cl (stereo not given)	95	95	12	96	-1	10	21	96	95	95	-19
COc1ccccc1-c1nc2n(n1)C(c1ccccc1Cl)C(C(N)=O)=C(C)N2 (stereo not given)	102	96	7	102	-9	3	24	101	100	101	nt
O=C(Nc1nc(-c2ccc(-c3ccccc3)cc2)cs1)c1cc([N+](=O)[O-])ccc1N1CCOCC1	99	97	7	105	-7	-17	23	101	99	100	nt
Cn1ccnc1Sc1nnnn1-c1ccccc1	99	101	9	101	-40	41	34	103	106	106	0
CCOC(=O)N1CCC(NC(=S)Nc2ccc3nc(N4CCN(CC)CC4)cc(C)c3c2)CC1	97	99	12	97	-71	20	19	97	97	103	5
CC(=O)N1CCN(Cc2nc(C(c3ccccc3)c3ccccc3)no2)CC1	96	94	12	98	-31	6	11	96	95	97	13
S=c1[nH]c2ccccc2o1	98	95	20	98	-35	23	13	99	99	98	nt
Cc1ccc(OCCCC(=O)Nc2ccc(Br)cc2)cc1	99	95	13	101	-3	15	37	97	100	101	nt
Cc1ccc(CCNC(=O)CN2CCN(Cc3ccccc3F)C2=O)cc1	95	95	10	96	-8	-6	27	94	92	94	-4
CC(C)C(c1nnnn1C1CCCCC1)N1CCCc2ccccc21 (stereo not given)	100	99	7	104	-17	-1	32	101	98	107	nt
COC(=O)c1c(-c2ccc(OC)c(OC)c2)csc1N	98	98	11	101	-1	14	37	99	96	98	nt
Cc1c(C)n(CCC#N)c2ccc(Cl)cc12	100	101	3	101	-51	-2	10	100	98	103	nt
CCN1C(=O)N(C)C2(c3ccccc3)N(C)C(=O)N(C)C12c1ccccc1 (stereo not given)	101	99	8	101	-4	10	35	101	103	103	13
CCOC(=O)C1CCN(C(=O)c2sc3ncnc(N4CCC(C)CC4)c3c2C)CC1	100	97	10	102	-2	-1	29	101	99	101	nt
COc1ccc(CC(=O)NNC(=O)c2ccoc2C)cc1OC	101	97	7	100	-8	-1	57	102	100	106	nt
Cn1cnc2ccc([N+](=O)[O-])cc2c1=O	97	96	9	95	16	6	22	96	98	98	-2

5 compounds picked at random from the list so far, as already listed:
SMILES	Rab2A wt mod	Rac1 mut GTP	Avidin bead fluor	Rab7 wt GTP bind	Mcl1-Bid inh	Mcl1-Noxa inh	GSH fluor	HRas wt GTP	Cdc42 wt	Rac1 wt GTP bind	Pf gametocyte
S=c1[nH]c2ccccc2o1	98	95	20	98	-35	23	13	99	99	98	nt
COC(=O)c1c(-c2ccc(OC)c(OC)c2)csc1N	98	98	11	101	-1	14	37	99	96	98	nt
CCOC(=O)N1CCC(NC(=S)Nc2ccc3nc(N4CCN(CC)CC4)cc(C)c3c2)CC1	97	99	12	97	-71	20	19	97	97	103	5
CCN1C(=O)N(C)C2(c3ccccc3)N(C)C(=O)N(C)C12c1ccccc1 (stereo not given)	101	99	8	101	-4	10	35	101	103	103	13
COc1ccccc1-c1nc2n(n1)C(c1ccccc1Cl)C(C(N)=O)=C(C)N2 (stereo not given)	102	96	7	102	-9	3	24	101	100	101	nt
